Avidin bead fluor – compound fluoresces at 488/530 nm on avidin beads; 0.38% of 220,000 active; AID 1775; fluorescence (KMESF) at 10 µM; compound fluorescence 488/530 nm, flow cytometry; hits give high values; in the data active = fluorescence above about 47; note: inactives centre near 10
Mcl1-Noxa inh – disrupts binding of human Mcl-1 to Noxa peptide; 1.5% of 220,000 active; TR-FRET Mcl-1/Noxa peptide binding, 2 h; inhibition, % at 21.7 µM; Q07820;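 active = compounds that cut the protein-peptide binding signal by more than 50% relative to plate controls in a single-dose test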;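 note: His-tagged Mcl-1 with rhodamine Noxa BH3 peptide and terbium anti-His antibody; 0% = Mcl-1 plus Noxa peptide wells and 100% = peptide-only wells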
HRas wt GTP bind – changes GTP binding to wildtype human HRas; 0.14% of 190,000 active; AID 759; GST-Ras wt beads, Bodipy-FL-GTP binding, flow cytometry; actives lie on both sides; P01112; GTP binding activity, % at 10 µM;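 active = GTP binding activity at least 20% away from the 100% baseline, either lowered as inhibitor or raised as activator; inconclusive = flagged as likely green fluorescent, judged across all proteins in the well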;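 note: 0% = unlabeled GTP competition control and 100% = no-compound control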
Target sequence (P01112 whole entry, looked up): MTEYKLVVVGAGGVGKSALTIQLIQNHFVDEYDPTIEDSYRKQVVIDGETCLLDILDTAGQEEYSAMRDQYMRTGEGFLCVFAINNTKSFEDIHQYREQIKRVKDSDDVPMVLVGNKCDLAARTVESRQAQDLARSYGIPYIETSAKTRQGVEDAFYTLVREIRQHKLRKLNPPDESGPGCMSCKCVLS
Rac1 act GTP bind – alters GTP binding to activated mutant human Rac1. GST-Rac1 activated beads, fluorescent GTP binding, flow cytometry; actives lie on both sides; 100% means binding = to untreated wells. percent activity (GTP binding), % at 10 µM. 0.11% of 190,000 active. P63000;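 active = GTP binding at least 20 percentage points away from the 100% baseline, in either direction, so actives lie on both sides; inconclusive = Compound likely fluorescent itself, or too few beads counted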
Pf gametocyte – P. falciparum stage V gametocyte viability inhibition | P. falciparum stage V gametocytes, ATP luminescence, 24 h | inhibition, % at 10.9 µM | 0.065% of 150,000 active | AID 743093;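 active = inhibition above the mean plus 3 SD of compounds within the control limits, set per campaign, cut at about 38% in these data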;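 note: 0% = DMSO wells and 100% = medium only without gametocytes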
Rac1 wt modul – modulators of human Rac1 wildtype GTP binding; P63000; GST-Rac1 beads, fluorescent GTP binding, flow cytometry; actives lie on both sides; 0 = cold GTP competed, 100 = untreated; GTP binding activity (% of control), % at 10 µM; 0.27% of 190,000 active;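 active = GTP binding activity at least 20 points away from the 100% control level, either lower or higher; inconclusive = compound flagged as likely green fluorescent, judged across all proteins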
ABCG2 inh – human ABCG2 inhibition, ABCB1 as counter-screen. 0.1% of 190,000 active. IgMXP3 cells, JC-1 efflux, flow cytometry. AID 1325. Q9UNQ0. inhibition, % at 6.6 µM;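 active = inhibition above 80%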;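 note: 0% = DMSO and 100% = nicardipine control wells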
Target sequence (Q9UNQ0 whole entry, looked up): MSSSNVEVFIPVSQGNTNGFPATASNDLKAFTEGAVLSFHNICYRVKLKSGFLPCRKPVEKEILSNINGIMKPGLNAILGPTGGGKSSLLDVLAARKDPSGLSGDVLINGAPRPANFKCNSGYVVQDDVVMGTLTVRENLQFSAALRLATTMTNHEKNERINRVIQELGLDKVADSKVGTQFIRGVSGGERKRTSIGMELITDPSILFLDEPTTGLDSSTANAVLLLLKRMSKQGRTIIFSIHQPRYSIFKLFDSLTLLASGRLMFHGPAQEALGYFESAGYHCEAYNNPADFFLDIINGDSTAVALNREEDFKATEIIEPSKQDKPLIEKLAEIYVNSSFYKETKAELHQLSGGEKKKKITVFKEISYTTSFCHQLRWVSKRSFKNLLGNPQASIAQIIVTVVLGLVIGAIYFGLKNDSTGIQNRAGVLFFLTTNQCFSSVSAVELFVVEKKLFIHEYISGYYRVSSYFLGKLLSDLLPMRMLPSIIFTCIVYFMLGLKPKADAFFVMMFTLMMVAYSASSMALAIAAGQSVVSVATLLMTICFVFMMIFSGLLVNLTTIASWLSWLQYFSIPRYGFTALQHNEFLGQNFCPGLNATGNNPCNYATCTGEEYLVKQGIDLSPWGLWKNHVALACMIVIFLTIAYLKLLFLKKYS
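Test system: IgMXP3 (ABCG2) plus far-red-tagged CCRF-Adr (ABCB1) cells. Reagent: JC-1 dye as substrate. Timing: 10 min exposure at 25 °C with rotation, no wash. Measured by: flow cytometric JC-1 green MFI at 530 nm. Read-out: percent efflux inhibition, scaled nicardipine 100% to DMSO 0%. Control set: nicardipine and DMSO wells.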
Cdc42 wt – modulators (inhibitors or activators) of GTP binding to human Cdc42 wildtype; P60953; GST-Cdc42 beads, Bodipy-GTP binding, flow cytometry; actives lie on both sides; percent activity (GTP binding), % at 10 µM; 0.2% of 190,000 active; AID 761;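 active = percent activity GTP binding at least 20 points away from the 100% baseline, either down as inhibitor or up as activator; inconclusive = compound flagged as likely green fluorescent from well-wide comparison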;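 note: median bead fluorescence of bound Bodipy-FL-GTP at 100 nM; 0% = excess unlabeled GTP control and 100% = no compound control; below 100% means less GTP binding so inhibitor and above means activator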
Target sequence (P60953 whole entry, looked up): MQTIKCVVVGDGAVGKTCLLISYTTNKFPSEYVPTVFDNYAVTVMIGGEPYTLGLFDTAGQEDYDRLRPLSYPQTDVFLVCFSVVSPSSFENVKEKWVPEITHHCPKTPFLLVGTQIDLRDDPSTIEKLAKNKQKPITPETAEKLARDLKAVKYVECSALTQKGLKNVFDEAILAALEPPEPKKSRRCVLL
ABCB1 inh – inhibitors of human ABCB1 transporter, ABCG2 counter-screen; P08183; CCRF-Adr cells, JC-1 efflux, flow cytometry; inhibition, % at 6.6 µM; 0.067% of 190,000 active; AID 1326; in the data active = inhibition above about 40%;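 note: 0% = vehicle and 100% = reference inhibitor; higher value means more JC-1 retained so stronger ABCB1 efflux block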
Rab7 wt GTP bind – alters GTP binding to wildtype dog Rab7. 0.055% of 190,000 active. GTP binding activity (percent of control), % at 10 µM. GST-Rab7 beads, fluorescent GTP binding, flow cytometry; actives lie on both sides; untreated = 100%, excess cold GTP = 0%;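 active = fluorescent GTP binding to Rab7 beads changed by at least 20 points from the 100% baseline, either direction, mostly lower; inconclusive = compound itself probably fluorescent, or too few beads counted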;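 note: median green fluorescence of bound Bodipy-FL-GTP per Rab7 bead population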
Rab2 wt GTP – changes GTP binding to wildtype dog Rab2A, up or down; P61105; GST-Rab2 wt beads, Bodipy-GTP binding, flow cytometry; GTP binding activity, % at 10 µM; 0.19% of 190,000 active; AID 760;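 active = GTP binding activity at least 20 points away from 100%, either lowered or raised; inconclusive = signal likely due to the compound's own green fluorescence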;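 note: 0% = beads with excess unlabeled GTP and 100% = no-compound control corrected for plate trend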
Active calls of the source: *; ? = inconclusive; . = no result given.

SMILES	Avidin bead fluor	Mcl1-Noxa inh	HRas wt GTP bind	Rac1 act GTP bind	Pf gametocyte	Rac1 wt modul	ABCG2 inh	Cdc42 wt	ABCB1 inh	Rab7 wt GTP bind	Rab2 wt GTP
Cc1nc2ccc(Br)cn2c1C(=O)N/N=C\c1ccccc1[N+](=O)[O-]	11	-2	92	93	4	94	0	92	0.1	92	93
Cc1cc(C)nc(Sc2nc(Cl)nc(N(c3ccccc3)c3ccccc3)n2)n1	9	-1	99	99	.	102	17	98	3.0	98	100
C=C1N(C)c2cc([N+](=O)[O-])c(N)cc2C1(C)C	8	21	99	96	.	95	9	99	1.0	105	101
Cc1sc2ncnc(NCC(C)(C)N3CCOCC3)c2c1C	13	12	99	97	11	98	2	100	0.3	99	100
CC(C)CCn1c(N2CCOCC2)nc2c1c(=O)n(CC(N)=O)c(=O)n2C	15	-7	101	101	.	104	7	103	3.6	102	102
O=NN(CCc1ccncc1)c1ccc(OCc2ccccc2)cc1	26	12	93	93	26	92	2	96	1.1	91	94
CC(=O)NC(c1cccs1)c1cc([N+](=O)[O-])c2cccnc2c1O (stereo not given)	21	55*	97	98	22	101	-14	101	-0.8	95	97
Cc1c(C#N)c(NC(=O)c2cccc(Cl)c2)n(Cc2ccccc2)c1C	29	9	99	100	15	103	2	100	0.2	98	98
O=C1c2ccccc2-c2c1nc1c([n+]2[O-])CCCC1	5	-3	98	98	.	102	0	97	0.0	99	98
CCCCC(=O)Nc1ccc(C(=O)Nc2nnc(COC)s2)cc1	14	29	104	100	.	104	1	105	-0.2	103	103
O=C(N/N=C/c1ccsc1)C1CC1	8	-5	98	97	1	101	0	100	0.1	105	102
CC(C)Cn1c(N)c(C(=O)CSc2cc(Cl)ccc2Cl)c(=O)n(C)c1=O	9	-43	99	102	.	101	2	102	0.4	99	99
CCOC(=O)NN1C(=O)c2ccccc2NC1c1ccccn1 (stereo not given)	5	6	99	95	.	97	-1	98	-0.1	103	101
COc1ccc(/C=N/N2C(=O)C3C4C=CC(CC4)C3C2=O)c(OC)c1 (stereo not given)	26	-2	101	96	14	96	1	98	0.1	105	98
Cc1ccc(S(=O)(=O)N2CCOCC2)cc1NC(=O)COC(=O)CSc1ccc(Br)cc1C	7	17	96	98	17	100	12	97	0.3	96	98
N=c1sccn1CC(=O)Nc1ccc(SC(F)F)cc1	19	3	92	94	13	92	0	91	0.2	97	94
NC(=O)[C@@H]1CCCNc2c(I)cc([N+](=O)[O-])cc2C(=O)N[C@@H](CCC(=O)O)C(=O)N[C@@H](CO)C(=O)N1	10	23	99	99	.	102	-1	98	-0.3	92	99
COC(=O)c1cc2sccc2n1Cc1nc(-c2ccc(Cl)cc2)oc1C	1	-3	91	91	.	90	-2	91	-0.2	93	93
C=CCc1c(C)nc(SCC(=C)C)[nH]c1=O	13	0	101	98	6	101	2	98	0.3	103	101
Cc1nn(-c2ccc(Cl)cc2)c(Cl)c1/C=C(\C#N)C(N)=O	7	-4	96	99	-19	99	0	95	-0.4	94	97
CCN(CC(=O)Nc1c(F)cccc1F)C(=O)CCc1c[nH]c2ccccc12	10	11	99	98	4	100	3	99	0.6	96	98
COCCNC(=O)CN1CCC(n2c(C)nc3cc(C(F)(F)F)ccc32)CC1	19	6	98	98	.	97	4	98	2.9	100	98
CSCCC(NC(=O)c1ccco1)C(=O)OC(C)C(=O)NC(=O)NC1CCCCC1 (stereo not given)	21	-2	101	101	14	106	10	104	1.1	99	103
CCn1cc(C(=O)N2CCc3ccccc32)c(=O)c2cc(S(=O)(=O)N(C)C3CCCCC3)ccc21	5	4	98	95	-11	98	12	97	1.5	96	93
Cn1cccc1/C=C1\Cc2ccccc2C1=O	10	1	99	95	-2	97	10	101	0.5	107	99
Cc1c(NC(=O)C(C)OC(=O)CNC(=O)c2ccc(C(C)(C)C)cc2)c(=O)n(-c2ccccc2)n1C (stereo not given)	8	8	103	100	16	110	1	101	0.4	106	100
Cc1ccccc1C(=O)Nc1cccc(NC(=O)c2ncn[nH]2)c1	13	13	99	99	.	108	5	98	0.9	99	97
CC1CC(C)CN(CCCNC(=O)C2CCC(=O)N2C2CCCC2)C1 (stereo not given)	10	-11	103	99	3	101	2	101	0.1	99	101
CC(C)CC1CC(=O)OC1(C)C(=O)CSc1nc2ccccc2s1 (stereo not given)	15	24	103	98	-19	100	0	100	0.3	99	101
CCN(CCO)C(=S)Nc1cc(S(=O)(=O)N(C)C)ccc1C	20	3	101	103	.	103	11	104	0.7	102	104
O=C1C(C=Nc2ccccc2O)=C(O)c2ccccc21	12	-5	93	96	-23	94	30	92	1.2	99	93
O=C(NC1CCCC1)C1CC(c2ccc(F)cc2)=NO1 (stereo not given)	18	-5	101	99	-16	102	2	104	0.6	99	102
O=C(COC(=O)Cn1nnc2ccccc21)Nc1ccccc1Br	21	17	100	98	6	103	1	102	-0.1	99	101
Cc1cc(NC(=O)CCCN2C(=O)/C(=C/c3cccs3)SC2=S)no1	7	8	101	97	2	106	-5	103	-0.8	97	99
O=C(c1cc([N+](=O)[O-])ccc1Cl)N1c2ccccc2Sc2ccccc21	6	3	102	104	-13	107	21	104	1.8	103	102
O=C(Cc1ccccc1)Nc1ccc(N2CCCCC2)cc1	10	61*	98	96	3	103	7	96	-0.1	98	98
Cc1nc(-c2ccccc2)nc2[nH]c(=O)n(-c3ccccc3)c(=O)c12	21	-13	97	99	-3	102	13	101	0.2	98	93
O=C(NCn1ccc(=O)[nH]c1=S)c1ccccc1	36	24	100	99	.	101	1	102	0.2	98	99
O=C1Nc2ccccc2C1(c1ccccc1)c1ccccc1	8	20	100	99	.	104	3	101	1.0	99	101
Cc1ccc(C(=O)C2CCOC(C)(C)C2)cc1 (stereo not given)	11	15	98	94	1	103	5	102	0.7	100	97
Cc1cc(C)c(NC(=O)C2C3/C=C\CCCCC32)c(C)c1 (stereo not given)	8	-1	104	103	-35	108	1	103	0.2	102	101
O=C(Nc1nnc(CCS(=O)(=O)c2ccc(Br)cc2)s1)c1ccc([N+](=O)[O-])cc1	.	15	98	98	.	98	1	97	0.2	95	96
O=C(COCCOCC(=O)N(c1ccccn1)C1CCCCC1)N(c1ccccn1)C1CCCCC1	33	-9	102	103	.	109	12	108	1.1	97	103
O=C1CCC/C1=C/Nc1ccc2c(c1)OCO2	1	28	97	98	8	101	1	98	0.2	96	98
O=C(Oc1ccc(=O)n(-c2ccccc2)n1)c1ccccc1	3	-16	96	95	-5	97	-1	94	-0.2	98	95
Cc1nn(CCOc2ccccc2)c(=O)n1-c1ccc(Cl)cc1	9	4	92	93	2	97	5	96	1.8	93	95
COC(=O)c1sccc1-c1ccc(C(=O)Nc2cccnc2)o1	23	3	98	95	-11	97	0	96	-0.3	98	99
COc1ccc(S(=O)(=O)N2CCCC(C(=O)Nc3ccc4c(c3)OCCO4)C2)cc1 (stereo not given)	19	33	95	96	-6	98	1	97	0.7	93	92
CC1=CC(C)(C)N(C(=O)CSc2nnc(N)s2)c2ccccc21	17	2	97	101	10	101	-3	105	-0.1	103	99
CSCCCNC(=S)N(C)CC(=O)Nc1ccc(C)cc1	13	15	97	100	.	101	7	97	1.3	95	98
CCCCCc1ccc(-c2ccc(/C=C/C(=O)O)cc2)nc1	17	11	97	96	-9	102	-2	94	-0.4	97	97
Cc1c(Cl)cccc1NC(=S)Nn1cnnc1	13	23	94	95	0	96	6	96	0.2	95	94
COc1cc2[nH]c(=S)n(Cc3ccc(C)o3)c(=O)c2cc1OC	11	36	100	98	-3	103	1	100	-0.2	102	100
COc1ccc(NC(=O)N2CCCC2C(=O)NCc2ccc(F)cc2)cc1 (stereo not given)	7	8	?	?	.	?	3	?	-0.1	?	?
Cc1ccccc1OCCCCCn1ccnc1	39	19	102	100	-16	107	1	101	0.3	103	101
Cc1ccc(NC(=O)C2C3/C=C\CCCCC32)cc1 (stereo not given)	20	3	97	97	9	99	25	95	1.5	95	98
COCc1cc(C)nc(N/N=C/c2ccc(-c3cc(C(=O)O)ccc3Cl)o2)c1C#N	9	12	94	92	1	93	1	91	-0.3	100	96
Clc1ccc(Cc2nn3c(Cn4nnc5ccccc54)nnc3s2)cc1	22	20	97	95	18	97	1	95	0.5	98	97
CC(C)[C@H](NC(=O)c1ccccc1)C(=O)OCC(=O)/C=C1/N(C)c2ccccc2C1(C)C	13	6	103	100	.	103	1	100	2.6	102	99
COc1cccc(-c2nc(CS(=O)CC(=O)NCc3ccccc3Cl)c(C)o2)c1 (stereo not given)	6	23	98	93	.	97	0	95	0.1	98	97
Remaining list, next part:
SMILES	Avidin bead fluor	Mcl1-Noxa inh	HRas wt GTP bind	Rac1 act GTP bind	Pf gametocyte	Rac1 wt modul	ABCG2 inh	Cdc42 wt	ABCB1 inh	Rab7 wt GTP bind	Rab2 wt GTP
COC(=O)CNC(c1ccccc1Cl)c1cc(Br)ccc1NS(=O)(=O)c1ccc(C)cc1 (stereo not given)	4	6	99	100	-10	103	-2	98	-0.1	103	97
COc1ccc(Cl)cc1N(CC(=O)Nc1ccccc1C(=O)NCc1ccco1)S(C)(=O)=O	24	8	100	99	.	102	0	103	0.3	95	99
COC(=O)c1[nH]c2ccc(C)cc2c1NC(=O)CN1CCN(c2ccccc2)CC1	28	-15	97	95	-2	100	2	96	0.8	96	96
Cc1cc(C)nc(NC(=NCCc2c[nH]c3ccccc23)NC(=O)Nc2ccccc2)n1	10	11	98	101	-3	101	-1	103	-0.3	97	98
O=C(CSc1nc2ccc(Nc3nc(N4CCOCC4)nc(N4CCOCC4)n3)cc2s1)N1CCOCC1	10	21	103	100	14	105	14	101	3.3	104	101
COCCCN1C(=O)/C(=C\c2ccc3c(c2)OCO3)C(C(=O)OC)=C1C	9	3	95	94	20	93	4	94	0.0	92	94
C/C(=N/NC(=O)c1ccc2c(c1)OCO2)c1ccc(Br)s1	13	6	92	94	-12	86	2	91	0.0	95	96
CCOc1ccccc1N(CC(=O)NCCSc1ccccc1)S(C)(=O)=O	20	7	98	95	.	101	0	98	0.3	95	99
Cc1cccnc1CN1CCN(Cc2nc(Cc3cccc(F)c3)no2)CC1	15	0	96	96	7	95	0	100	1.2	93	96

Assay outcomes (PubChem)
